Assay outcomes deposited in PubChem BioAssay by National Center for Advancing Translational Sciences (NCATS).
Tau fluor counter: counter-screen for tau fibril formation inhibitors; Potency, µM (top dose mostly 57.7 µM), for inactives: at the highest dose activity change, negative = decrease; tau K18 P301L Alexa594 fluorescence, heparin fibrillization; hit rate 0.93% among 280,000; further: on the % scale 0 is the no-effect control and ±100 the full control effect; nearly all actives have a fitted effect of over 55% in size
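Human tau K18 P301L (15 uM unlabeled, 0.24 uM Alexa 594-labeled) in 100 mM sodium acetate pH 7 with 20 uM heparin, 6 hr at 37 C. ThT 30 uM added, 1 hr ambient; Alexa 594 FP and total fluorescence read at 555/632 nm.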
HttQ103 aggreg: mutant huntingtin aggregation inhibition; PC12 HttQ103-GFP aggregates, Acumen cytometry, 40 h; Potency, µM (titrated, usually from 46.1 µM), without a hit: top-dose activity change, negative = inhibition, hits mostly inhibitors; hit rate 1.1% among 220,000; further: on the % scale 0 is the no-effect control and ±100 the full control effect; nearly all actives have a fitted effect of over 60% in size
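PC12/HTTQ103-GFP, ecdysone-inducible; teb 100 nM; cpd qHTS titration; GFP aggregates read on laser cytometer, Ex 488/Em 500-530 nm.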
KDM4E inh: blocks human JMJD2E demethylase activity. JMJD2E catalytic domain, FDH-coupled NADH fluorescence (FDH is formaldehyde dehydrogenase). Potency, µM (top dose mostly 57.1 µM), without a hit: top-dose activity change, negative = inhibition, hits mostly inhibitors. hit rate 1.6% among 230,000; active means well fitted inhibition curve with a large enough effect, not every such curve was filed as active; inconclusive means small, poorly fitted or top-dose-only effect, or another doubt; inactive means no such curve, though single readings can be large or run the other way;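 further: 0% = wells with enzyme and -100% = buffer wells without enzyme; nearly all actives have a fitted effect of over 50% in size; many of its hits are not listed in these tables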
Target sequence (B2RXH2 1-337 limits assumed): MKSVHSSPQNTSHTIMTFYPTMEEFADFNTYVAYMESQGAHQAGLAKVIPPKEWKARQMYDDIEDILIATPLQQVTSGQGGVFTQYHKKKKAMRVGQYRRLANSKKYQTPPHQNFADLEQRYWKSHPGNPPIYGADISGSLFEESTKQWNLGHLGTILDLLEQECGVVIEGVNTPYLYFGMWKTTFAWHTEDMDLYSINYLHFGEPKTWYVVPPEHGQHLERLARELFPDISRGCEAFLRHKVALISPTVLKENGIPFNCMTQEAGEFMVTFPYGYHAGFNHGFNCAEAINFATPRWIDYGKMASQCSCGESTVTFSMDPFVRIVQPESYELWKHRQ
Tau fibril FP: blocks human tau fibril formation measured by polarization | Potency, µM (highest dose often 57.7 µM), inactives show at the highest dose activity, negative = inhibition, actives largely listed as inhibitors | hit rate 0.39% among 280,000 | AID 1468 | K18 P301L tau heparin fibrillization, Alexa594 FP, 6 h; further: on the % scale 0 is the no-effect control and ±100 the full control effect; nearly all actives have a fitted effect of over 55% in size
Target sequence (P10636 561-689 P618L limits assumed): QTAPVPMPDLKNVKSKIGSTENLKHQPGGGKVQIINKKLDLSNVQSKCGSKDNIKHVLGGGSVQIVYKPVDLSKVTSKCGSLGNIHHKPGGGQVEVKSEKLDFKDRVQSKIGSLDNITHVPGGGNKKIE
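K18 P301L tau (15 uM unlabeled/0.24 uM Alexa 594-labeled, final) + compound + heparin 20 uM final; 100 mM NaOAc pH 7; 6 hr 37 C; ThT 30 uM final added, 1 hr RT; FP ex 555/em 632 nm.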
Tau ThT inhib: blocks human tau fibril formation measured by thioflavin T; hit rate 2.1% among 270,000; Potency, µM (highest dose often 57.4 µM), inactives show at the highest dose activity, negative = inhibition, actives largely listed as inhibitors; AID 1460; P10636; recombinant tau K18 P301L, heparin-induced fibrillization, ThT fluorescence; further: on the % scale 0 is the no-effect control and ±100 the full control effect; nearly all actives have a fitted effect of over 55% in size
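Using a mix of unlabeled (15 uM) and Alexa 594-labeled (0.24 uM) tau K18 P301L, heparin-triggered fibrillization over 6 hr at 37 C was scored by ThT fluorescence.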
SMN2 splice up: SMN2 splice variant enhancement; HEK293 SMN2-luciferase splicing reporter, luminescence, 30-36 h; Potency, µM (series often up to 46.1 µM), for inactives: at the highest dose activity change, positive = activation, usual class: activators; hit rate 2.8% among 210,000; AID 1458; further: % of control where 0% means no effect; nearly all actives have a fitted effect of over 55% in size
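qHTS luciferase splicing reporter: luminescence rises when SMN2 exon 7 is included in transfected HEK293 cells. Compound exposure lasted 30-36 h at 37C, with 4.5 mM final sodium butyrate as control, followed by a ONE-Glo read.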
ALDH1A1 block: blocks purified human ALDH1A1 activity | P00352 | Purified ALDH1A1, NADH fluorescence, propionaldehyde substrate | Potency, µM (highest dose often 75.3 µM), inactives show at the highest dose activity, negative = inhibition, hits mostly inhibitors | hit rate 7.3% among 220,000; active means well fitted inhibition curve with a large enough effect, not every such curve was filed as active; inconclusive means small, poorly fitted or top-dose-only effect, or another doubt; inactive means no such curve, though single readings can be large or run the other way;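 further: plate controls were no enzyme wells and a reference inhibitor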
Target sequence (P00352 whole entry, looked up): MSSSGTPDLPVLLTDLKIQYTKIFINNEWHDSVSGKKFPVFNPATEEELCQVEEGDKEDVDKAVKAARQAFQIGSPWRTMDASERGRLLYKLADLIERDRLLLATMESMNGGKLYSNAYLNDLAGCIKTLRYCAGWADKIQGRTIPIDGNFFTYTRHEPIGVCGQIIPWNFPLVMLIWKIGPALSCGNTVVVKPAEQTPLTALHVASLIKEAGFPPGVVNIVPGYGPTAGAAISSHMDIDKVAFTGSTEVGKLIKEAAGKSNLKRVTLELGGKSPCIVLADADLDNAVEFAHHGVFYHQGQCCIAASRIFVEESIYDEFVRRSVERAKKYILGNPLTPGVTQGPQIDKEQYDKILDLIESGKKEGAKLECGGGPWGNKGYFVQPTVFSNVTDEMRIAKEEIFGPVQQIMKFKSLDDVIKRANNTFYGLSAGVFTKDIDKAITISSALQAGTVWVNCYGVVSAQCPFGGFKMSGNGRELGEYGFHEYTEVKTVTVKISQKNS
HTT cytoprotect: protects HTT-Q103 PC12 cells, measured by ATP; Potency, µM (highest dose often 56.4 µM), without a hit: cytoprotection (ATP increase), actives largely listed as activators; PC12 HTT-Q103 induced, cytoprotection, ATP luminescence, 40 h; hit rate 0.14% among 230,000;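 further: % of control where 0% means no effect; nearly all actives have a fitted effect of over 45% in size; toxic huntingtin expression switched on by the ecdysone agonist tebufenozide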
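Huntington model: PC12 line, ecdysone-inducible HTTQ103 exon1–GFP, tebufenozide 100 nM. Test articles in a dose series. Endpoint luminescence from cellular ATP.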
Active calls of the source: *; ? = inconclusive; . = not tested or not shown; & = joins results of further samples; [ ] = another dose, or the depositor's remark. Unless noted, the call rests on the fitted dose curve; in most records, active means well fitted curve in the direction sought with a large enough effect; inconclusive means small, poorly fitted or top-dose-only effect, or another doubt; inactive means no such curve, though single readings can be large; an effect the other way counts as inactive or inconclusive. Potency means the concentration at half of the fitted maximal effect. An excerpt; rates above refer to the full screens.

Short keys – A = Tau fluor counter; B = HttQ103 aggreg; C = KDM4E inh; D = Tau fibril FP; E = Tau ThT inhib; F = SMN2 splice up; G = ALDH1A1 block; H = HTT cytoprotect
COc1cnc(-c2ccccn2)nc1Oc1ccc(Cl)c2ccccc12
  A: -17%	B: -31%	C: 1%	D: -12%	E: ?	F: -17%	G: -5%	H: -106%[inhibitor]
CSc1nnc(-c2cccs2)n1C
  A: -4%	B: 4%[9.22 µM]	C: ?	D: -4%	E: -6%	F: 2%	G: -9%	H: 19%[10 µM]
COc1ccc(N2CC(C(=O)N/N=C/c3cccs3)CC2=O)cc1 (stereo unspecified)
  A: -6%	B: -10%	C: -5%	D: 4%	E: -3%	F: -2%	G: -4%	H: -46%
Cn1c(CN2CCN(CC#N)CC2)c(C#N)c2ccccc21
  A: -11%	B: -20%	C: -3%	D: -7%	E: -9%	F: 1%	G: ?	H: 10%[10 µM]
COc1ccc(CCNC(=O)c2ccc(CS(=O)(=O)c3ccc(C)cc3)o2)cc1OC
  A: -14%&-16%	B: -28%	C: -8%	D: 4%&3%	E: -7%&-15%	F: -73%&-46%[inhibitor]	G: -7%	H: -23%
Cc1cccc(Nc2nnc(SCC(=O)NC(=O)Nc3ccc4c(c3)OCCO4)s2)c1
  A: -10%	B: 24%	C: 7%	D: ?	E: -6%	F: -2%	G: 9%	H: -23%[10 µM]
O=C(COC(=O)/C=C/c1ccc(Cl)cc1Cl)NCc1ccco1
  A: -8%	B: 4%	C: 2%	D: -1%	E: -14%	F: 14%	G: 9%	H: -52%[inhibitor]
CC1CCc2nc(NC(=O)CSc3nc4ccccc4o3)sc2C1 (stereo unspecified)
  A: -7%	B: -28%	C: 11%	D: -13%	E: ?	F: -81%[inhibitor]	G: ?	H: -43%[inhibitor]
COC(=O)CC1SC(=O)NC1=O (stereo unspecified)
  A: -9%	B: -1%	C: 3%	D: -9%	E: -6%	F: 14%	G: 13%	H: 3%[10 µM]
COc1ccc(N=C2C(=Nc3ccc(OC)cc3)N(c3ccccc3)C(=S)N2C(=O)c2ccc(Cl)cc2)cc1
  A: -26%	B: -10%	C: 6%	D: 4%	E: ?	F: 25µM*	G: ?	H: 9%[10 µM]
Cn1cc([N+](=O)[O-])c(C(=O)NCC(=O)O)n1
  A: 3%	B: 1%	C: 3%	D: 1%	E: 5%	F: 2%	G: 1%	H: -28%
COc1ccc2c(c1)C(=O)[C@@H](OC(=O)N[C@H]1CCCc3ccccc31)[C@H](c1ccc(OC)c(Br)c1)O2
  A: -10%	B: .	C: -13%	D: 2%	E: -20%	F: -7%	G: 13µM*	H: -14%
Cc1ccccc1C(=O)NN(C)c1nc2ccccc2nc1C(F)(F)F
  A: 0%	B: -3%	C: 3%	D: -6%	E: -12%	F: 11%	G: -12%	H: -51%[inhibitor]
COc1ccc(-c2nnc(SCC(=O)c3cccs3)o2)cc1
  A: -15%	B: -16%	C: 4%	D: 7%	E: ?	F: 16%	G: ?	H: -3%
CC(=O)N[C@@H](CC(=O)O)C(=O)N[C@@H](CCC(=O)O)C(=O)O
  A: -2%&-7%	B: 10%	C: -8%	D: -2%&0%	E: -1%&-9%	F: 6%	G: 7%	H: -23%
CS(=O)(=O)Nc1ccc2c(c1)nc1n2CCOC1
  A: 2%	B: -8%	C: 3%	D: 3%	E: -5%	F: -8%	G: 22%	H: -3%[0.074 µM]
Cn1c(=O)c([N+](=O)[O-])c(NCC2CCCO2)c2ccccc21 (stereo unspecified)
  A: 2%	B: -16%[9.22 µM]	C: 0%	D: -2%	E: 1%	F: .	G: .	H: -27%[10 µM]
O=C(CN1CCCCC1)N/N=C/c1ccccc1OCc1ccccc1
  A: -9%	B: -9%	C: -6%	D: 4%	E: -11%	F: 8%	G: -1%	H: .
Cc1cc(O)cc(O)c1C(=O)O
  A: -3%	B: .	C: -9%	D: 1%	E: -9%	F: 7%	G: -2%	H: .
COc1ccccc1C(=O)N/N=C/c1cnc2ccccc2n1
  A: 2%	B: -11%	C: -6%	D: 7%	E: ?	F: 16µM*	G: 6%	H: .
COc1ccc(-c2noc(-c3ccccc3C(=O)Nc3cccnc3)n2)cc1
  A: -14%	B: 0%	C: -8%	D: 2%	E: -11%	F: 5%	G: ?	H: -32%
COc1ccc(S(=O)(=O)N2CCc3ccccc3C2)cc1OC
  A: -11%	B: -1%	C: 11%	D: -8%	E: -20%	F: -43%[inhibitor]	G: -1%	H: -2%
COc1ccc2c(c1)CCc1c(C(=O)N3CCCCCC3)noc1-2
  A: -8%	B: -6%	C: -5%	D: 8%	E: ?	F: ?	G: ?	H: -36%
Cn1c(CBr)c(C(=O)c2ccc([N+](=O)[O-])cc2)c(=O)n(C)c1=O
  A: -18%	B: 8%[9.22 µM]	C: -11%	D: ?	E: ?	F: .	G: .	H: 4%[10 µM]
COc1cccc(C(=O)Oc2ccc(N3C(=O)CCC3=O)c(C)c2)c1
  A: 3%	B: 12%	C: -1%	D: 4%	E: 6%	F: 6%	G: -6%	H: 11%[10 µM]
CCOC(=O)C1CCCN(Cc2c(F)cccc2Cl)C1 (stereo unspecified)
  A: 2%	B: 4%	C: ?	D: -1%	E: -1%	F: 25%	G: ?	H: 4%
Cc1sc2nc(-c3cccnc3)[nH]c(=O)c2c1-c1ccccc1
  A: -8%	B: 12%	C: ?	D: -6%	E: -13%	F: 3%	G: ?	H: -21%
CCCCC(=O)N/N=C/c1cc([N+](=O)[O-])ccc1N1CCOCC1
  A: -8%	B: -2%	C: 1%	D: 3%	E: -5%	F: 10%	G: -5%	H: .
O=c1nc2n(c3cccc(Cl)c13)CCCCC2
  A: -15%	B: 0%	C: -23%	D: 2%	E: -15%	F: .	G: 12%	H: 1%
C=CCN1C(=O)/C(=C/c2ccc(O)c(OC)c2)S/C1=N/c1nccs1
  A: 28µM*[quencher]	B: -27%	C: -8%	D: 0%	E: ?	F: -14%	G: 1µM*	H: .
COc1ccc(Nc2cc(C(=O)NCCc3ccccc3)c3ccccc3n2)cc1OC
  A: ?	B: .	C: .	D: 3%	E: -4%	F: -1%	G: .	H: .
CCCCCCCC/C=C\C/C=C\C=C\C(O)CCCC(=O)O (stereo unspecified)
  A: 0%	B: .	C: 7%	D: -3%	E: 3%	F: -4%	G: 16%	H: -49%[inhibitor]
COc1ccc(-c2csc(NCc3ccco3)n2)cc1
  A: ?	B: 8%	C: -8%	D: 8%	E: ?	F: 13µM*	G: ?	H: -94%[inhibitor][10 µM]
CSc1nc2cc(C)nn2c(-c2ccccc2Cl)c1C#N
  A: -1%	B: -6%[9.22 µM]	C: 4%	D: -3%	E: -3%	F: .	G: .	H: 10%[10 µM]
O=C(Cn1nnc2ccccc2c1=O)NCc1ccco1
  A: 4%	B: 6%	C: 1%	D: -3%	E: -1%	F: 1%	G: 0%	H: 4%
O=C(CCc1nc2ccccc2n1-c1ccccc1)NCCO
  A: 7%	B: -11%	C: -3%	D: 4%	E: 3%	F: 0%	G: -8%	H: 5%[10 µM]
COc1cccc(/C=N/NC(=O)C(c2ccncc2)N2CCOCC2)c1 (stereo unspecified)
  A: -1%	B: 16%[9.22 µM]	C: -21%	D: 3%	E: 0%	F: .	G: .	H: -4%[10 µM]
CC1(C)OCC([C@H](O)C2=CCCCC2=O)CO1
  A: -1%	B: .	C: -6%	D: ?	E: ?	F: 11%	G: 5%	H: 1%
Cc1cc(-c2nnnn2-c2cc(Cl)cc(Cl)c2)no1
  A: -3%	B: -32%[9.22 µM]	C: -2%	D: -3%	E: 5%	F: .	G: .	H: -15%[10 µM]
O=C(N/C(=C/c1ccccc1Cl)C(=O)N1CCCC1)c1ccccc1
  A: -13%	B: 13%	C: -1%	D: -5%	E: -10%	F: -17%	G: 9%	H: -12%
CCOC(=O)CNC(c1ccccc1)c1cc(Br)ccc1NC(=O)CCN1CCOCC1 (stereo unspecified)
  A: -4%	B: -2%	C: 3%	D: -1%	E: 0%	F: -55%[inhibitor]	G: ?	H: 30%[10 µM]
CCC(=O)N1CCN(c2ccc(OC)cc2[N+](=O)[O-])CC1
  A: -8%	B: -20%	C: 2%	D: -3%	E: ?	F: -7%	G: -6%	H: 17%[10 µM]
CCC(=O)N1CC2(CC(c3cccc(NC(=O)COc4ccc(Cl)cc4)c3)=NO2)C[C@@H]1C(N)=O (stereo partly specified)
  A: -2%	B: -12%[9.22 µM]	C: 11%	D: 4%	E: 1%	F: .	G: .	H: -7%[10 µM]
COc1ccc(C2C3=C(CCCC3=O)Nc3nc(C(F)(F)F)nn32)c(OC)c1OC (stereo unspecified)
  A: -7%	B: 12%	C: 0%	D: -6%	E: -1%	F: 24%	G: -1%	H: 11%[10 µM]
O=C(c1cccnc1NCc1ccc(F)cc1)N1CCOCC1
  A: -1%	B: 10%	C: ?	D: ?	E: -3%	F: -9%	G: 10%	H: 0%[10 µM]
CN(Cc1ccccc1)c1nc2c(c(=O)n(C)c(=O)n2C)n1CCCc1ccccc1
  A: -6%	B: -20%	C: 1%	D: 7%	E: -16%	F: -1%	G: ?	H: -7%[0.074 µM]

Profiles from above. Screens in order: Tau fluor counter, HttQ103 aggreg, KDM4E inh, Tau fibril FP, Tau ThT inhib, SMN2 splice up, ALDH1A1 block, HTT cytoprotect
O=C(N/C(=C/c1ccccc1Cl)C(=O)N1CCCC1)c1ccccc1 reads -13%, 13%, -1%, -5%, -10%, -17%, 9%, -12%
COc1ccc2c(c1)C(=O)[C@@H](OC(=O)N[C@H]1CCCc3ccccc31)[C@H](c1ccc(OC)c(Br)c1)O2 reads -10%, ., -13%, 2%, -20%, -7%, 13µM*, -14%
O=C(COC(=O)/C=C/c1ccc(Cl)cc1Cl)NCc1ccco1 reads -8%, 4%, 2%, -1%, -14%, 14%, 9%, -52%[inhibitor]
